CD40 NFkB inh – CD40 pathway inhibition in BL2 cells; BL2 NF-kB luciferase reporter, CD40L-induced, 4 h; inhibition, % at 10 µM; hit rate 0.94% among 83,000; AID 1053188;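 active = mean inhibition of at least 50% with a set share of replicates also reaching that level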;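 note: 0% = neutral control wells and 100% = IKK inhibitor VII at 50 µM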
* = called active by the depositor; [ ] = another dose, or the depositor's remark.

For CC(C)N(C(=O)CN1CCN(S(=O)(=O)c2ccc(Br)s2)CC1)C(C)C the results were CD40 NFkB inh 3.
Screening CC1CN(C(=O)c2ccccc2)c2ccccc2NC1=O (stereo unspecified) returned CD40 NFkB inh 4.
Screening Cc1ccc(S(=O)(=O)NCC2NCCc3ccccc32)cc1 (stereo unspecified) returned CD40 NFkB inh -6.
For O=C(Nc1ccc(S(=O)(=O)Nc2ncccn2)cc1)C12CC3CC(CC(Cl)(C3)C1)C2 the results were CD40 NFkB inh 1.
`CCCC(=O)N/C(N)=N/c1nc(C)c2ccccc2n1` gave CD40 NFkB inh -2.
For CC(=O)c1c(O)c(C)c(O)c2c1OC1=Cc3c(c(C)nn3C)C(=O)C12C (stereo unspecified) the results were CD40 NFkB inh 4.
`CN=C1c2cc3cc(OC)ccc3n2CCN1C` gave CD40 NFkB inh 2.
Screening O=C(COC(=O)c1ccc(Cl)cc1Cl)Nc1cccc(S(=O)(=O)NC2=NCCC2)c1 returned CD40 NFkB inh 11.
Screening C[C@@H]1CCCCO[C@H](CN(C)C(=O)Nc2ccc(C(F)(F)F)cc2)[C@H](C)CN([C@@H](C)CO)C(=O)c2cc(NS(=O)(=O)c3cn(C)cn3)ccc2O1 returned CD40 NFkB inh -28[25 µM].
Screening CN(c1ccccc1)S(=O)(=O)c1ccc(C(=O)OCC(=O)N2CCOCC2)cc1 returned CD40 NFkB inh 9.
For Cc1sc2ncnc(OCC(=O)NC(C)C(C)C)c2c1C (stereo unspecified) the results were CD40 NFkB inh 1.
Screening C[C@H](CO)N1C[C@H](C)[C@H](CN(C)Cc2ccncc2)OCCCC[C@H](C)Oc2ccc(NS(=O)(=O)c3ccc(Cl)cc3)cc2C1=O returned CD40 NFkB inh 5[25 µM].
`O=C(C1CCC1)N1CC(=O)N2[C@H](C1)[C@H](c1ccc(Br)cc1)[C@@H]2CO` gave CD40 NFkB inh 5[25 µM].
For CC(Oc1ccccc1)C(=O)NNC(=O)c1cccs1 (stereo unspecified) the results were CD40 NFkB inh 8.
For CCCS(=O)(=O)N1CCCC(C(=O)NC(C)c2ccc3c(c2)OCCO3)C1 (stereo unspecified) the results were CD40 NFkB inh 6.
For CC1CC(C)CN(C(=O)Cn2c(=O)c3cccn3c3cccnc32)C1 (stereo unspecified) the results were CD40 NFkB inh 11.
`COc1ccc2nc3sc(C(=O)N4CCN(C)CC4)cc3cc2c1` gave CD40 NFkB inh -17.
CCC1CC(C(=O)O)CC(=O)N1 (stereo unspecified) was read as CD40 NFkB inh 2.
For COc1ccccc1C(CNC(=O)c1ccc(-c2ccccc2Cl)o1)N1CCCC1 (stereo unspecified) the results were CD40 NFkB inh -2.
Screening Cc1cccc(C)c1OCCCCCNCCO returned CD40 NFkB inh 5.
NC(=O)c1ccc(=O)n(C2OC(CO)C(O)C2O)c1 (stereo unspecified) was read as CD40 NFkB inh -4.
`CCCC#Cc1ccc([C@@H]2[C@@H](CO)N3C(=O)CN(S(=O)(=O)c4ccccc4C)C[C@@H]23)cc1` gave CD40 NFkB inh -2[25 µM].
C[C@@H]1CN([C@H](C)CO)C(=O)c2cc(Br)cnc2O[C@H]1CN(C)C(=O)Nc1ccc2c(c1)OCO2 was read as CD40 NFkB inh -42[25 µM].
`CCCC(CC)Sc1nc2c([nH]1)c(=S)n(C)c(=O)n2C` (stereo unspecified) gave CD40 NFkB inh -45.
`CCn1c(=N)n(CCO)c2ccccc21` gave CD40 NFkB inh 11.
Screening COC(=O)C[C@H]1CC[C@H]2[C@@H](COC[C@@H](O)CN2S(=O)(=O)c2ccccc2OC)O1 returned CD40 NFkB inh 11[25 µM].
Screening CCOc1ccc(NC(=O)CN(C)C(=O)c2ccc3nc(CC)c(CC)nc3c2)cc1OCC returned CD40 NFkB inh -6.
For C/C=C/c1ccc([C@H]2[C@@H](CN(C)C(=O)c3ccccn3)N(C(C)=O)[C@H]2CO)cc1 the results were CD40 NFkB inh 3.
`O=C(C[C@@H]1CC[C@@H]2[C@H](COC[C@H](O)CN2CCc2ccccc2)O1)NCCCN1CCOCC1` gave CD40 NFkB inh -1[25 µM].
For O=C(CCCNS(=O)(=O)c1cccc2nsnc12)NC1CCCCC1 the results were CD40 NFkB inh 3.
For Nc1nc2n(n1)C(=O)CC(c1ccccc1)N2 (stereo unspecified) the results were CD40 NFkB inh 0.
For CC(C)(Oc1ccc(Cl)cc1)C(=O)NCC(c1cccs1)N1CCOCC1 (stereo unspecified) the results were CD40 NFkB inh 7.
For O=C(COc1ccccc1)NCC(=O)N/N=C/c1ccccc1 the results were CD40 NFkB inh -3.
`CC(O)CN(Cc1ccc(Cl)cc1)CC(C)O` (stereo unspecified) gave CD40 NFkB inh 9.
O=C1c2sccc2-c2cccc3cccc1c23 was read as CD40 NFkB inh -17.
`COc1ccccc1C#Cc1ccc([C@@H]2[C@@H](C#N)N(C(=O)C3CC3)[C@@H]2CO)cc1` gave CD40 NFkB inh 7.
For Cc1nc(-c2cccs2)ccc1C(=O)O the results were CD40 NFkB inh 21.
For CN(Cc1cccc(Cl)c1Cl)C(=O)c1cc(S(=O)(=O)N2CCOCC2)ccc1F the results were CD40 NFkB inh 10.
CC(C)NC(=O)Nc1ccc2c(c1)CC(=O)N(C)C[C@@H](C)[C@H](CN(C)C(=O)OC(C)(C)C)O2 was read as CD40 NFkB inh 0.
N#Cc1ccc(CN2CCN(CC(=O)Nc3ccccc3C(=O)NC3CC3)CC2)cc1 was read as CD40 NFkB inh -1.

A section of the results above:
NC(=O)c1ccc(=O)n(C2OC(CO)C(O)C2O)c1 (stereo unspecified) was read as CD40 NFkB inh -4.
`CCCC#Cc1ccc([C@@H]2[C@@H](CO)N3C(=O)CN(S(=O)(=O)c4ccccc4C)C[C@@H]23)cc1` gave CD40 NFkB inh -2[25 µM].
C[C@@H]1CN([C@H](C)CO)C(=O)c2cc(Br)cnc2O[C@H]1CN(C)C(=O)Nc1ccc2c(c1)OCO2 was read as CD40 NFkB inh -42[25 µM].
`CCCC(CC)Sc1nc2c([nH]1)c(=S)n(C)c(=O)n2C` (stereo unspecified) gave CD40 NFkB inh -45.
`CCn1c(=N)n(CCO)c2ccccc21` gave CD40 NFkB inh 11.
Screening COC(=O)C[C@H]1CC[C@H]2[C@@H](COC[C@@H](O)CN2S(=O)(=O)c2ccccc2OC)O1 returned CD40 NFkB inh 11[25 µM].
Screening CCOc1ccc(NC(=O)CN(C)C(=O)c2ccc3nc(CC)c(CC)nc3c2)cc1OCC returned CD40 NFkB inh -6.
For C/C=C/c1ccc([C@H]2[C@@H](CN(C)C(=O)c3ccccn3)N(C(C)=O)[C@H]2CO)cc1 the results were CD40 NFkB inh 3.
`O=C(C[C@@H]1CC[C@@H]2[C@H](COC[C@H](O)CN2CCc2ccccc2)O1)NCCCN1CCOCC1` gave CD40 NFkB inh -1[25 µM].
For O=C(CCCNS(=O)(=O)c1cccc2nsnc12)NC1CCCCC1 the results were CD40 NFkB inh 3.
For Nc1nc2n(n1)C(=O)CC(c1ccccc1)N2 (stereo unspecified) the results were CD40 NFkB inh 0.

Carrying on.
`Cc1ccc(S(=O)(=O)N2CCC(C(=O)N/N=C/c3cccn3C)CC2)cc1` gave CD40 NFkB inh -8.
Screening CCOC(=O)C1CCN(C(=O)NS(=O)(=O)c2ccc(C)cc2)CC1 returned CD40 NFkB inh 7.
O=S1(=O)CCN(C2CCCCCC2)CC1 was read as CD40 NFkB inh 3.
Screening COCC(=O)N1[C@H](C#N)[C@H](c2ccc(C3=CCCCC3)cc2)[C@H]1CO returned CD40 NFkB inh -6.
`CCOC(=O)c1c(NC(=O)CN2CCCCC2)sc2c1CCN(C(=O)OCC)C2` gave CD40 NFkB inh 9.
`CCc1nc2c(OCc3ccc(C(=O)N(C)C)cc3)cccn2c1N(C)C(=O)c1ccc(C)cc1` gave CD40 NFkB inh -5.
For O=C(/C=C/N1CCN(Cc2ccccc2)CC1)C(F)(F)F the results were CD40 NFkB inh 19.
For CN1CCN(c2ccc(NC(=O)c3ccc4c(c3)OCCO4)cc2)CC1 the results were CD40 NFkB inh -43.
`CC(=O)Nc1ccc(NS(=O)(=O)c2ccc(C)cc2)c([N+](=O)[O-])c1` gave CD40 NFkB inh 8.
Screening CO[C@@H](CN(C)S(=O)(=O)c1cn(C)cn1)[C@H](C)CN(C(=O)Nc1ccc(C(F)(F)F)cc1)[C@@H](C)CO returned CD40 NFkB inh -3[25 µM].
CN(CCCC(=O)NCc1ccco1)S(=O)(=O)c1ccccc1 was read as CD40 NFkB inh -51.
For O=C(c1cccc(F)c1)N1CCCCN2[C@H](CO)[C@@H](c3ccc(C#CC4(O)CCCC4)cc3)[C@@H]2C1 the results were CD40 NFkB inh -16[25 µM].
`O=C(C[C@@H]1CC[C@H](NC(=O)c2ccc(F)cc2)[C@@H](CO)O1)NCCc1ccccc1` gave CD40 NFkB inh 3[25 µM].
Screening CC(=O)OCC1OC(n2c3c(cc(C#N)c2=S)CCCC3)C(OC(C)=O)C(OC(C)=O)C1OC(C)=O (stereo unspecified) returned CD40 NFkB inh 2.
Screening COc1cc(S(=O)(=O)N(C)C)ccc1Br returned CD40 NFkB inh 9.
Screening CCOc1cc(C=NN=C2c3ccccc3-c3ccccc32)ccc1O returned CD40 NFkB inh -27.
`Cc1ccc(/C=N/NC(=O)c2cc(C3CC3)nc3ccccc23)o1` gave CD40 NFkB inh 4.
Screening CCCNC(=O)C[C@@H]1C[C@@H]2c3cc(NC(=O)NC4CCCC4)ccc3O[C@@H]2[C@@H](CO)O1 returned CD40 NFkB inh 4.
`Cc1cc(=O)[nH]c(SCC2COC3(CCCCC3)O2)n1` (stereo unspecified) gave CD40 NFkB inh 7.
Screening O=C(NCc1ccccc1)C1CC2CCCC(C1)C2=O (stereo unspecified) returned CD40 NFkB inh 11.
For CCCC(CCC(=O)NC1CCCCC1)C(=O)O (stereo unspecified) the results were CD40 NFkB inh -1.
For CC(NC(=O)c1cccs1)C(c1cccs1)N1CCOCC1 (stereo unspecified) the results were CD40 NFkB inh 5.
Cc1c(Cl)ccc2c(C(=O)NCCCn3nccc3C)cc(-c3ccccn3)nc12 was read as CD40 NFkB inh 19.
Screening Cc1cc(C(=O)N/N=C/c2sccc2C)no1 returned CD40 NFkB inh -27.
Screening C[C@H](NC(=O)[C@H]1[C@H](CO)[C@H]2Cn3c(cccc3=O)[C@H]2N1CCC(F)(F)F)c1ccccc1 returned CD40 NFkB inh 1[25 µM].
`Cc1cccc(NC(=S)N/C(=N/S(=O)(=O)c2ccccc2)c2ccccc2)c1` gave CD40 NFkB inh -79.
Screening CCn1c(SCC(=O)N(C)CC(=O)Nc2ccc(OC)cc2)nnc1-c1ccco1 returned CD40 NFkB inh -6.
Screening CCN(CC)CCCNC(=O)c1ccccc1C returned CD40 NFkB inh 9.
O=C(COC(=O)c1cc(=O)[nH]c2ccccc12)Nc1ccc(Cl)cn1 was read as CD40 NFkB inh 0.
Screening Cc1cc2c(OCC(O)CN3CCCCC3)cccc2[nH]1 (stereo unspecified) returned CD40 NFkB inh 0.
COc1ccc(COCC(O)CN(Cc2ccco2)Cc2ccccc2O)cc1 (stereo unspecified) was read as CD40 NFkB inh 3.
O=C(NCCN1CCOCC1)c1ccc(N2CCCC2)c([N+](=O)[O-])c1 was read as CD40 NFkB inh 3.
O=C(Oc1ccc2cccc(OC(=O)N3CCOCC3)c2c1)N1CCOCC1 was read as CD40 NFkB inh 1.
`O=C(NC1CCCC1)C(c1cc2c(cc1[N+](=O)[O-])OCO2)N1CCCC1` (stereo unspecified) gave CD40 NFkB inh -21.
For CC1(C)NC(=O)N(CCOCCOc2ccccc2)C1=O the results were CD40 NFkB inh 8.
For CN1C(=O)c2cc(NC(=O)C3CC3)ccc2OC[C@H]2O[C@H](CC(=O)NCC3CCCCC3)CC[C@H]21 the results were CD40 NFkB inh -14.
Screening O=C(c1cccc(F)c1)N1CC2(C1)[C@@H](c1ccccc1)[C@@H](CO)N2C(=O)C1CCCCC1 returned CD40 NFkB inh -3[25 µM].
O=C(O)c1ccc2cccc(O)c2n1 was read as CD40 NFkB inh 2.
O=C(Cc1ccccc1)N1C[C@H]2[C@@H](c3ccccc31)[C@@H](CO)N2S(=O)(=O)c1ccccc1 was read as CD40 NFkB inh 3[25 µM].
For CCC(CC)C(=O)Nc1cccc(SC)c1 the results were CD40 NFkB inh 33.
O=C(NCc1ccco1)c1ccc(-c2ccc3nccn3c2)cc1 was read as CD40 NFkB inh 3.
Screening N#C[C@H]1[C@@H](c2ccccc2-c2cccc(F)c2)[C@@H](CO)N1C(=O)NC1CCCC1 returned CD40 NFkB inh 6.
`Cc1ccc(S(=O)(=O)N2[C@@H]3CNC[C@H]2C3c2ccc(-c3ccc(C#N)cc3)cc2)cc1` (stereo partly specified) gave CD40 NFkB inh 16[25 µM].
CCc1cnc(N2[C@H](C#N)[C@H](c3ccc(-c4cccc(F)c4)cc3)[C@@H]2CO)s1 was read as CD40 NFkB inh -13[25 µM].
Screening O=S(=O)(c1ccc2c(c1)OCCO2)N1CCN(Cc2ccc3c(c2)OCO3)CC1 returned CD40 NFkB inh -1.
Screening Nn1c(Nc2ccccc2)nc2sc3c(c2c1=O)CCC3 returned CD40 NFkB inh -47.
`C[C@H](CO)N1C[C@H](C)[C@H](CN(C)Cc2cccc(F)c2)OCc2ccccc2-c2c(n(C)c3ccccc23)C1=O` gave CD40 NFkB inh 10.
`O=C(O)/C=C/c1cnc[nH]1` gave CD40 NFkB inh 4.
Screening O=S(=O)(CCSc1ccc(C(F)(F)F)cn1)c1ccccc1 returned CD40 NFkB inh -16.
`O=C(COC(=O)c1cccc(Cl)c1)NC1CCCCCCC1` gave CD40 NFkB inh -3.
For CCCOC(=O)c1ccc(NC(=O)COC)cc1 the results were CD40 NFkB inh -43.
Cc1cnc(CN(C)Cc2c(C(=O)N3CCc4ccccc4C3)nc3ccc(Cl)cn23)[nH]1 was read as CD40 NFkB inh 7.
Screening CCCCNC(=O)COc1ccccc1[N+](=O)[O-] returned CD40 NFkB inh -31.
Screening N#Cc1nc(Cc2cccc3ccccc23)oc1N1CCOCC1 returned CD40 NFkB inh 0.
O=C(COC(=O)c1ccc(Br)o1)NCCNC(=O)COC(=O)c1ccc(Br)o1 was read as CD40 NFkB inh 1.

Fetched one by one from the entries so far:
CCc1cnc(N2[C@H](C#N)[C@H](c3ccc(-c4cccc(F)c4)cc3)[C@@H]2CO)s1 was read as CD40 NFkB inh -13[25 µM].
O=C(COC(=O)c1ccc(Br)o1)NCCNC(=O)COC(=O)c1ccc(Br)o1 was read as CD40 NFkB inh 1.

Assay outcomes as filed in PubChem.

The list is partial, so the mix of outcomes need not match the whole.
